# KCNQ1 act: potentiators or activators of KCNQ1 channel, primary screen, cell-based, thallium flux, high-throughput | Potassium voltage-gated channel subfamily KQT member 1 (Homo sapiens), P51787 | CHO-K1 KCNQ1, thallium flux FluxOR fluorescence; stronger effect = higher value | B-score at 10 µM | 310,000 compounds, 0.35% hits | AID 2648, 2010;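 active means fluorescence ratio B-score, a plate-corrected score, at least three library SD, with initial intensity B-score within 5 SD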
#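 Assay system: CHO-K1 cells stably expressing KCNQ1; Medium: assay buffer with matched DMSO; Also added: K+/Tl+ depolarizing stimulus; Dosing: single dose; Timing: dye 90 min, compound 20 min, room temperature; Measured by: kinetic FluxOR thallium fluorescence, 10-s 1-Hz baseline, 110-s post-stimulus read; Read-out: peak-minus-minimum fluorescence over initial fluorescence, negative-control normalized, B-scored.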
# TRPC4 PAM: positive allosteric modulators of TRPC4, primary screen, cell-based, mouse TRPC4beta, HEK293 mu-opioid, Fluo-4 calcium; Short transient receptor potential channel 4 (Mus musculus), Q9QUQ5; DAMGO EC20, Fluo-4 Ca2+ flux; stronger effect = higher value; B-score at 10 µM; 310,000 compounds, 0.42% hits;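 active means B-score of calcium response area above 5 SD of library B-scores, with initial fluorescence ratio within 5 SD of library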;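 further: B-score of integrated fluorescence ratio over time as area under calcium response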
# HDAC3 inhib: HDAC3 deacetylase inhibitors, primary screen, biochemical, fluorescence, cell-free homogeneous | inhibition, % at 8.3 µM | 320,000 compounds, 0.15% hits | Histone deacetylase 3 (Homo sapiens), O15379 | recombinant HDAC3, fluorogenic peptide/trypsin coupled; in the data active means inhibition above about 26%, passing the limit was not always enough
# KCNQ1 block: inhibitors of human KCNQ1 channel, primary screen, cell-based, thallium flux, high-throughput; CHO-K1 KCNQ1, FluxOR thallium flux fluorescence; stronger effect = higher value; B-score at 10 µM; 310,000 compounds, 1.3% hits;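 active means compounds whose thallium flux B-score, printed positive for inhibition, exceeds three library SD while starting fluorescence stays within three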;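 further: channel opened by potassium depolarization with thallium stimulus after 20 min compound exposure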
# KCNK9 block: KCNK9 potassium channel inhibitors, primary screen, HEK293 cells, thallium flux; Potassium channel subfamily K member 9 (Homo sapiens), Q9NPC2; FluxOR thallium flux fluorescence; stronger effect = lower value; B-score at 10 µM; 310,000 compounds, 1.2% hits; AID 488922, 2010;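 active means ratio B-score over 3 SD below the library mean, with starting fluorescence within 5 SD of its mean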;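 further: negative B-score means less thallium flux so channel inhibition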
# TMEM16A act: TMEM16A chloride channel activators or potentiators, primary screen, cell-based, HTS. Anoctamin-1 (Mus musculus), Q8BHY3. HEK293 TMEM16A/YFP-H148Q/I152L, iodide quench fluorescence; stronger effect = lower value. B-score at 10 µM. 340,000 compounds, 0.3% hits. AID 623877, 2012;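 active means fluorescence-ratio B-score plate-corrected deviation score at least 3 library SD below zero, with starting fluorescence score within 5 deviations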;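 further: channel opened by trigger with iodide after compound preincubation; score built on the fluorescence ratio of max minus min over baseline; more negative score means more quench and so TMEM16A activation or potentiation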
# TRPC4 act: activators of mouse TRPC4 channel, primary screen, Fluo4 calcium, HEK293 TRPC4beta/mu-opioid cells | Fluo4 calcium fluorescence; stronger effect = higher value | B-score at 10 µM | 310,000 compounds, 0.49% hits | AID 2237, 2010;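 active means B-score above 5 SD of library B-scores, and initial fluorescence ratio not above library mean plus 5 SD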;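 further: positive B-score marks a calcium rise read as TRPC4 activation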
#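 Material: TRPC4beta and mu-opioid receptor HEK293 stable cells | Incubation: 45 min room-temperature Fluo4 loading, 110 s read | Detection: Kinetic Fluo4 calcium fluorescence | Measure: Integrated baseline-normalised fluorescence ratio, converted to per-well B score | Benchmarks: Low control buffer alone, high control maximal DAMGO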
# KCNK3 inh: human KCNK3 channel inhibitors, primary screen, CHO cells, FluxOR thallium flux, B-score; Potassium channel subfamily K member 3 (Homo sapiens), O14649; FluxOR fluorescence; stronger effect = lower value; B-score at 10 µM; 340,000 compounds, 0.84% hits; AID 602410, 2012;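 active means B-score under library mean minus 4 SD, starting fluorescence ratio at most library mean plus 5 SD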;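 further: more negative B-score means stronger inhibition of thallium flux through KCNK3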
# hERG rescue: hERG rescue from dofetilide block, primary screen, cell-based, CHO-hERG, FluxOR thallium flux, dofetilide IC70; 310,000 compounds, 0.51% hits; dofetilide IC70 present; Voltage-gated inwardly rectifying potassium channel KCNH2 (Homo sapiens), Q12809; activation (rescue from dofetilide block), less the hit threshold, % at 10 µM;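 active means activation above the mean of controls blocked by dofetilide plus 5 SD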;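 further: thallium influx through hERG after potassium depolarization seen as dye fluorescence rise; in these data hits start at about 4.7%; inactives centre near -7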
# Target sequence (Q12809 whole entry, looked up): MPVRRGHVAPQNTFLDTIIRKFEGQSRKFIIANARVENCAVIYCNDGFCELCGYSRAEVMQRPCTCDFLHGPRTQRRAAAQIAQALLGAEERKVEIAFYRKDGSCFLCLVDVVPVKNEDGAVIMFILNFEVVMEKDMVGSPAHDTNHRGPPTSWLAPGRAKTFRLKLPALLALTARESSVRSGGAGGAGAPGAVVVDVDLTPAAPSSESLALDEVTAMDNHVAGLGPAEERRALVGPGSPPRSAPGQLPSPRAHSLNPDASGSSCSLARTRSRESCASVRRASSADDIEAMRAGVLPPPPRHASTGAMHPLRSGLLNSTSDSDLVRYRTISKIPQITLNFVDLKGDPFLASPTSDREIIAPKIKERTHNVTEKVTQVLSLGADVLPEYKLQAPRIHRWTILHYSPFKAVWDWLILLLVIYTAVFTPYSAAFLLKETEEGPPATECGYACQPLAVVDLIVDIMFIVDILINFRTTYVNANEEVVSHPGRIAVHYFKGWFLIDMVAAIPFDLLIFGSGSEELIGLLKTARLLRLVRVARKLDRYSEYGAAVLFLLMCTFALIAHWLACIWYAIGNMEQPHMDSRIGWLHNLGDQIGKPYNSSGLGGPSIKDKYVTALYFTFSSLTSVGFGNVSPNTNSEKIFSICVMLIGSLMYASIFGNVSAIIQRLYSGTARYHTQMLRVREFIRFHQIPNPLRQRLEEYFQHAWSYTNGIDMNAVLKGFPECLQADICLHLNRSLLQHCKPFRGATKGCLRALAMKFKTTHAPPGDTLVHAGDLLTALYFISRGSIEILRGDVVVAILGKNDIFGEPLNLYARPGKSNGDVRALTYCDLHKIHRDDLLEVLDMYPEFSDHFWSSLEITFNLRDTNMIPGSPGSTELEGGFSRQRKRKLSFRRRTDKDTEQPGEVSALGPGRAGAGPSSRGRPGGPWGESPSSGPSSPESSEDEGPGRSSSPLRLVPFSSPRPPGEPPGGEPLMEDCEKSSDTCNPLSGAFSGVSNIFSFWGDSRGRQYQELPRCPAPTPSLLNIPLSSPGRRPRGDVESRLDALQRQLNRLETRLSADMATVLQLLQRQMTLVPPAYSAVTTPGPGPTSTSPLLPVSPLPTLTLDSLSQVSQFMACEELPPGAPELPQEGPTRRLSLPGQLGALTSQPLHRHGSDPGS
# TMEM16A inh: TMEM16A chloride channel inhibitors, primary screen, cell-based, HTS; 310,000 compounds, 1.2% hits; HEK293 TMEM16A/YFP iodide influx fluorescence, ionomycin; normalized B-score (activity score, 25-100; higher = stronger inhibition) at 10 µM; Anoctamin-1 (Mus musculus), Q8BHY3;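 active means ratio plate-corrected score three or more library SD toward inhibition, starting fluorescence score within five deviations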;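 further: score derived from kinetic fluorescence span divided by baseline fluorescence per well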
# Dyrk1A ADPGlo: rat Dyrk1A kinase inhibitors, primary screen, biochemical, single point, plate reader | Dual specificity tyrosine-phosphorylation-regulated kinase 1A (Rattus norvegicus), Q63470 | ADP-Glo luminescence, NFATc1 peptide | AID 504441, 2011 | 310,000 compounds, 0.43% hits | inhibition, % at 12.5 µM; in the data active means inhibition above about 50%;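 further: plate controls were vehicle with enzyme for no effect and no enzyme for full effect; many of its hits are not listed in these tables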
# * marks the source's active call; other numbers are inactive results; i = inactive; · = not tested or not shown. Only part of the results is shown (hit frequency here may not be typical).
canonical_smiles | HDAC3 inhib | TRPC4 act | Dyrk1A ADPGlo | hERG rescue | KCNK9 block | TMEM16A inh | KCNQ1 act | TMEM16A act | KCNK3 inh | KCNQ1 block | TRPC4 PAM
O=C(O)c1nc2ccccc2nc1C(=O)O | -1.7 | i | -3.9 | -5.1 | i | i | i | i | i | i | i
Cc1cc(=O)n2nc(N3CCC(C(=O)NCCc4ccccc4)CC3)sc2n1 | 4.1 | i | -0.2 | -4.6 | i | i | i | i | i | i | i
CCN(Cc1ccccc1)C(=O)Cn1cnc2c1c(=O)n(C)c(=O)n2C | 2.8 | i | -10.8 | -13.0 | i | i | i | i | i | i | i
CSc1ncccc1C(=O)OCc1ccc([N+](=O)[O-])cc1 | -2.0 | i | 2.7 | -5.2 | i | i | i | i | i | i | i
O=C(Nc1ccc(N2CCN(C(=O)c3ccco3)CC2)c(Cl)c1)c1cccnc1 | -2.1 | i | -6.0 | -12.8 | i | i | i | i | i | i | i
CCOc1ccc(C(C)NC(=O)c2ccccc2OCc2c(C)noc2C)cc1OCC (configuration not stated) | 2.0 | i | -2.4 | -11.8 | i | i | i | i | i | i | i
CC1(C)C(c2ccccc2)=NC(c2ccc(F)cc2)N1O (configuration not stated) | -4.3 | i | 2.6 | -2.2 | i | i | i | i | i | i | i
COc1cc(Nc2nnc(C)s2)c(Cl)cc1Cl | 0.9 | i | 9.6 | -8.9 | i | i | i | i | i | i | i
Cc1ccc(/C=C2\SC(=S)N(CCC(=O)NNC(=O)c3ccncc3)C2=O)cc1 | 12.6 | i | · | -5.1 | i | i | i | i | i | i | i
OC(CN1C2=NCCCN2c2ccccc21)c1ccc(Br)cc1 (configuration not stated) | 10.2 | i | 5.0 | -5.7 | i | i | i | i | i | i | i
CCOC(=O)c1sc(=NC(=O)CCS(=O)(=O)c2ccccc2)n(C)c1C | 1.5 | i | -2.0 | -13.1 | i | i | i | i | i | i | i
CCCCOc1cccc(C(=O)NC(=S)Nc2cccnc2)c1 | 6.3 | i | 8.8 | -2.9 | i | i | i | i | i | i | i
COc1cc2c(cc1OC)CN(C(=O)c1ccccc1C(=O)O)CC2 | -1.8 | i | 2.1 | -2.4 | i | i | i | i | i | i | i
CN(C)c1ccc(/C=N/N(CCO)C2=NS(=O)(=O)c3ccccc32)cc1 | -1.3 | i | -0.5 | -16.5 | i | i | i | i | i | i | i
CC(C)c1nc2ccccc2n1CCC(=O)O | -2.6 | i | -6.9 | -4.5 | i | i | i | i | i | i | i
CCC(Cc1ccccc1)NCc1c(C(=O)O)c(C)n(Cc2ccccc2)c1C (configuration not stated) | 12.1 | i | -7.7 | -13.9 | i | i | i | i | i | i | i
Cc1ccc(NC(=O)C2CCN(S(=O)(=O)c3cnc[nH]3)CC2)nc1 | -2.9 | i | -3.7 | -3.4 | i | i | i | i | i | i | i
CN(CC(=O)Nc1ccc(Cl)c(C(F)(F)F)c1)C(=O)c1cccs1 | 0.6 | i | 3.8 | -13.2 | i | i | i | i | i | i | i
O=S(=O)(c1ccc2c(c1)OCCO2)N(Cc1ccc(F)cc1)Cc1nnc(-c2cccs2)o1 | 7.9 | i | -5.9 | -4.8 | i | i | i | i | i | i | i
COc1cc(OC)cc(C(=O)O/N=C(\N)c2cccc(C)c2)c1 | 0.1 | i | 2.6 | 0.8 | i | i | i | i | i | i | i
COc1ccc(-n2nnc3c(=O)n(CC(=O)Nc4cc(C)on4)cnc32)cc1OC | -9.7 | i | · | -6.1 | i | i | i | i | i | i | i
Cc1ccccc1C(=O)c1c[nH]c(C(=O)NCc2ccco2)c1 | 0.7 | i | -4.8 | -6.4 | i | i | i | i | i | i | i
O=C(Nc1ccc(Oc2ccc(NC(=O)c3ccco3)c(NC(=O)c3ccco3)c2)cc1)c1ccco1 | 7.4 | i | · | -5.0 | i | i | i | i | i | i | i
Cc1cc(C(=O)C(=O)O)c(C)n1-c1ccc(Cl)cc1 | 0.5 | i | -1.4 | -9.9 | i | i | i | i | i | i | i
COc1ccc(/C=C/C(=O)OCC(=O)N2CC(=O)Nc3ccccc32)cc1S(=O)(=O)N1CCOCC1 | 4.6 | i | 1.5 | -6.0 | i | i | i | i | i | i | i

# Complete entries, quoted from the list.
# COc1cc2c(cc1OC)CN(C(=O)c1ccccc1C(=O)O)CC2 is entered as HDAC3 inhib = -1.8; TRPC4 act = i; Dyrk1A ADPGlo = 2.1; hERG rescue = -2.4; KCNK9 block = i; TMEM16A inh = i; KCNQ1 act = i; TMEM16A act = i; KCNK3 inh = i; KCNQ1 block = i; TRPC4 PAM = i
# O=S(=O)(c1ccc2c(c1)OCCO2)N(Cc1ccc(F)cc1)Cc1nnc(-c2cccs2)o1 is entered as HDAC3 inhib = 7.9; TRPC4 act = i; Dyrk1A ADPGlo = -5.9; hERG rescue = -4.8; KCNK9 block = i; TMEM16A inh = i; KCNQ1 act = i; TMEM16A act = i; KCNK3 inh = i; KCNQ1 block = i; TRPC4 PAM = i

# Following part:
canonical_smiles | HDAC3 inhib | TRPC4 act | Dyrk1A ADPGlo | hERG rescue | KCNK9 block | TMEM16A inh | KCNQ1 act | TMEM16A act | KCNK3 inh | KCNQ1 block | TRPC4 PAM
COc1ccc(/C=C/C(=O)NCCCNC(=O)/C=C/c2ccc(OC)c(OC)c2)cc1OC | 4.3 | i | -2.4 | -9.1 | i | i | i | i | i | i | i
CC/C(=N/Nc1ccccc1)c1cnnc(SC)n1 | 7.5 | i | 6.8 | -9.4 | i | i | i | i | i | i | i
FC(F)c1nc2ccccc2[nH]1 | 13.9 | i | -0.9 | 0.8 | i | i | i | i | i | i | i
Cn1c(=N)n(CC(=O)c2ccc(Cl)c(Cl)c2)c2ccccc21 | -4.3 | i | 1.4 | -6.5 | i | i | i | i | i | i | i
Cc1oc2c(CN3CCC(C)CC3)c(O)ccc2c(=O)c1-c1ccccc1 | -43.5 | i | 0.8 | -0.2 | i | i | i | i | i | i | i
O=C(CCn1c(=O)[nH]c2ccccc2c1=O)NCCCN1CCN(c2cccc(Cl)c2)CC1 | -1.2 | i | -1.1 | -10.8 | i | i | i | i | i | i | i
CC(C)(C)OC(=O)N1CCCN(C(=O)Nc2ccc(C(F)(F)F)cc2)CC1 | 3.4 | i | · | -10.2 | i | i | i | i | i | i | i
CCOC(=O)c1c(CN2CCOCC2)n(-c2ccccc2)c2cc(Br)c(OC)cc12 | 1.3 | i | 3.2 | -14.8 | i | i | i | i | i | i | i
COc1cc(OC)c(OC)cc1/C=C/C(=O)c1ccc(NS(=O)(=O)c2ccc(C)cc2)cc1 | 8.8 | i | -4.9 | -10.8 | i | i | i | i | i | i | i
Cc1nn(C(=O)Cn2ccc([N+](=O)[O-])n2)c(C)c1Cl | -5.6 | i | 1.4 | -0.9 | i | i | i | i | i | i | i
Cc1cc(C)cc(C(=O)OCC(=O)NC2CCCC2)c1 | -2.0 | i | -2.9 | -5.9 | i | i | i | i | i | i | i
CCOC(=O)Cc1csc(NC(=O)CSc2nc(N)c3c(C)c(C)sc3n2)n1 | -5.1 | i | 5.4 | -5.2 | i | i | i | i | i | i | i
Cc1ccc(NC(=O)Nc2ccc3c(c2)OCO3)c(OC(F)F)c1 | 6.5 | i | 0.6 | -13.1 | i | i | i | i | i | i | i
Cc1ccccc1OCC(=O)NC(=S)Nc1ccc(Br)c(C)n1 | 6.1 | i | -3.0 | -3.8 | i | i | i | i | i | i | i
O=C(/C=C/c1cccs1)NC(=S)Nc1ccc(S(=O)(=O)Nc2ccccc2C(F)(F)F)cc1 | · | i | -0.4 | -9.7 | i | i | i | i | i | i | i
CC(NC(=O)c1ccc(Cn2cc([N+](=O)[O-])cn2)o1)c1ccccc1 (configuration not stated) | 0.1 | i | -1.2 | -6.4 | i | i | i | i | i | i | i
COc1ccc(CC(=O)NNC(=O)c2cccs2)cc1OC | -2.3 | i | -1.0 | -10.3 | i | i | i | i | i | i | i
O=C(c1ccco1)N1CCN(C(=O)C2CC(=O)N(c3ccc(Cl)cc3)C2)CC1 (configuration not stated) | 0.8 | i | -1.5 | -8.5 | i | i | i | i | i | i | i
CCSc1nnc(CNC(=O)C23CC4CC(CC(C4)C2)C3)n1Cc1ccccc1 | 3.7 | i | 0.9 | -7.4 | i | i | i | i | i | i | i
CCN1C(=O)C(Cc2nc3ccccc3c(=O)n2-c2ccccc2)c2ccccc21 (configuration not stated) | 12.2 | i | -1.6 | -9.8 | i | i | i | i | i | i | i
Cc1cccc(N2CCN(C(=O)NC3CCCCC3)CC2)c1C | -0.4 | i | 1.5 | -5.5 | i | i | i | i | i | i | i
Cc1ccc(C(=O)NCCCCNC(=O)c2ccc(C)o2)o1 | -5.2 | i | 7.6 | -1.6 | i | i | i | i | i | i | i
CCOC(=O)c1cc(NC(=O)N(CC)C2CCCCC2)c(C)nc1C | 0.1 | i | -6.2 | -10.7 | i | i | i | i | i | i | i
C=CCn1c(=O)c2ccccc2n2c(SCC(=O)NCCc3ccccc3)nnc12 | -1.8 | i | 0.0 | -16.3 | i | i | i | i | i | i | i
CN1CCC(C(=O)N2CCCC(C(=O)c3ccc4c5c(cccc35)CC4)C2)CC1 (configuration not stated) | -9.4 | i | -2.2 | -6.8 | i | i | i | i | i | i | i
CCc1ccc(/C=C(\C)C(=O)c2c(C)cc(C)[nH]c2=O)cc1 | -0.3 | i | -23.1 | -6.3 | i | i | i | i | i | i | i
Cc1cccc(NC(=O)CN(C)S(=O)(=O)c2ccc(Br)cc2)n1 | -2.4 | i | · | -12.7 | i | i | i | i | i | i | i

# Screens (PubChem)
